PTAP TSG101 blk: qHTS Assay for Iinhibitors of HIV-1 Budding by Blocking the Interaction of PTAP/TSG101; Tumor susceptibility gene 101 protein (Homo sapiens), Q99816; Fluorescence polarization, FITC-PTAP peptide / Tsg101 binding; Potency, µM (series often up to 115 µM), for inactives: top-dose activity change, negative = inhibition, most hits filed as inhibitors; 340,000 tested, under 10 active; active = well fitted inhibition curve with a large enough effect in the main read-out, with a control signal flat, not every such curve was filed as active; inconclusive = small, poorly fitted or top-dose-only effect, or effect the other way, or a change in a side signal; inactive = no such curve, though single readings can be large or run the other way; note: potency is the fitted concentration of half-maximal effect; % of control where 0% means no effect
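FP read-out: FITC-PTAP peptide, 50 nM final, binding Tsg101 binding domain, 10 uM final; 20 min, r.t.; 10 mM HEPES pH 7.5, 0.15 M NaCl, 0.01% Tween 20, 3 mM EDTA, 0.1 mM TCEP.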
MBNL1-CUG inh: qHTS Assay for Inhibitors of MBNL1-poly(CUG) RNA binding; hit rate 0.036% among 280,000; Potency, µM (titrated, usually from 57.5 µM), without a hit: top-dose activity change, negative = inhibition, usual class: inhibitors; Muscleblind-like protein 1 (Homo sapiens), Q9NR56; AID 2675, 2010; TR-FRET MBNL1-His/biotin-(CUG)12 binding, 665/545 ratio; active = well fitted inhibition curve with a large enough effect in the signal ratio, with a control signal flat, not every such curve was filed as active; inconclusive = small, poorly fitted or top-dose-only effect, or effect the other way, or a change in a side signal; inactive = no such curve, though single readings can be large or run the other way; the % refers to the signal ratio; note: potency is the fitted concentration of half-maximal effect; % is set by controls: 0 for no effect and ±100 for the full control effect
Target sequence (Q9NR56 whole entry, looked up): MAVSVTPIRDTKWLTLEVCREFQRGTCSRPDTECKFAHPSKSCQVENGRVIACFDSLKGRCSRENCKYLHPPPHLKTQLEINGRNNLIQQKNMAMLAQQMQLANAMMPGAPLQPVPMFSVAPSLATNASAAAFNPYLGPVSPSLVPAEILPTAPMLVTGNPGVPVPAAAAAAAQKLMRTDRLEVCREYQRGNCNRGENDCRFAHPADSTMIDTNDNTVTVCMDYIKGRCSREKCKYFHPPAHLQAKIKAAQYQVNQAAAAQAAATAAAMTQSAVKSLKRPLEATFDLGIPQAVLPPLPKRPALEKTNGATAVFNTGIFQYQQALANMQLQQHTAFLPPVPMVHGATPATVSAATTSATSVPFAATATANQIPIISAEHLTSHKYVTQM
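Compound titration spanned 92 nM–58 uM against the MBNL1-His/biotin-(CUG)12 complex. After 60 min at room temperature with 5 nM streptavidin-XL665 and 0.055 ng/ul terbium anti-His, ratiometric 665/545 nm emission (Ex 340 nm) normalized to controls.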
Menin-MLL TR inh: qHTS Assay for Inhibitors Targeting the Menin-MLL Interaction in MLL Related Leukemias: Competition With Texas Red Labeled MLL-derived Mutant Peptide. Potency, µM (highest dose often 61.6 µM), for inactives: at the highest dose FP activity change, negative = inhibition, most hits filed as inhibitors. Menin + Texas Red MLL mutant peptide, fluorescence polarization. hit rate 0.23% among 270,000. AID 1768, 2009. O00255; active = well fitted inhibition curve with a large enough effect in the polarisation, with a control signal flat, not every such curve was filed as active; inconclusive = small, poorly fitted or top-dose-only effect, or effect the other way, or a change in a side signal; inactive = no such curve, though single readings can be large or run the other way; the % refers to the polarisation; note: potency is the fitted concentration of half-maximal effect; % of control where 0% means no effect; many of its hits are not listed in these tables
CXXC DNA block: qHTS Fluorescence Polarization Assay for Inhibitors of MLL CXXC domain - DNA interaction. MLL-CXXC / FITC-HOXA9 DNA fluorescence polarization. AID 2662, 2010. hit rate 0.037% among 290,000. Potency, µM (titrated, usually from 115 µM), without a hit: at the highest dose activity change, negative = inhibition, actives largely listed as inhibitors. Histone-lysine N-methyltransferase 2A (Homo sapiens), Q03164; active = well fitted inhibition curve with a large enough effect in the polarisation, with a control signal flat, not every such curve was filed as active; inconclusive = small, poorly fitted or top-dose-only effect, or effect the other way, or a change in a side signal; inactive = no such curve, though single readings can be large or run the other way; the % refers to the polarisation; note: potency is the fitted concentration of half-maximal effect
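Steps: dispense CXXC domain solution (7 uM) → pin compounds or unlabeled HOX-A9 DNA control → 5 min ambient → add FLSN-HOX-A9 solution (50 nM) → spin → 30 min ambient → fluorescence polarization. Tris pH 7.5/NaCl/DTT/BSA buffer.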
TCR activator: Activators of T cell receptors: qHTS campaign; primary human leukocytes, anti-CD3, IL-2 HTRF, 48 h; Potency, µM (doses to about 9.22 µM), for inactives: top-dose activation of IL-2 secretion, usual class: activators; 330,000 tested, under 10 active; AID 504894, 2011; note: % of control where 0% means no effect
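Primary human leukocytes receive a-CD3 beads and test compound and are incubated 48 hr. Secreted IL-2 is then assayed by HTRF, measuring 665nm acceptor emission after 320nm excitation of the europium donor.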
TSHR antagonist: Antagonists of the Thyroid Stimulating Hormone Receptor: HTS campaign | Thyrotropin receptor (Homo sapiens), P16473 | TSHR-expressing cells, TSH-stimulated cAMP HTRF, 2 h; active compounds read low | activity change, negative = inhibition, % at 11.5 µM | hit rate 0.2% among 330,000 | AID 504810, 2011;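 active = activity change below a set negative limit, meaning inhibition stronger than a set level, cut at about -70% in these data; inconclusive = activity change between two set negative limits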; note: % is set by controls: 0 for no effect and ±100 for the full control effect
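Competitive HTRF cAMP read-out (cryptate anti-cAMP antibody, cAMP-d2; 30 min, room temperature) in freshly harvested TSHR cells. Compounds added before TSH at EC80 (4nM final), followed by 2 hours' incubation at 37 deg C.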
AT treatment: qHTS Assay for Identifying a Potential Treatment of Ataxia-Telangiectasia; […] A-T fibroblasts, KAP-1 phosphorylation AlphaLISA; neocarzinostatin DNA damage 30 min before lysis; Potency, µM (doses to about 57.5 µM), without a hit: at the highest dose activation, usual class: activators; hit rate 0.19% among 320,000; note: potency is the fitted concentration of half-maximal effect; % of control where 0% means no effect; nearly all actives have a fitted effect of over 45% in size
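hTERT-immortalized A-T patient fibroblasts ([…]), 500 cells/well in OPTI-MEM, 1% FBS, got compounds for 60 min, then NCS for 30 min at 37C. Lysates were then assayed for phospho-KAP-1 by AlphaLISA (anti-pKAP1 donor, anti-KAP1 acceptor beads), 6 hr at 25C.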
S-ASM inh: Inhibitors of Secretory Acid Sphingomyelinase (S-ASM): qHTS; Sphingomyelin phosphodiesterase (Homo sapiens), P17405; placental ASM, HMU-PC fluorogenic substrate, 60 min; Potency, µM (series often up to 57.5 µM), for inactives: top-dose activity change, negative = inhibition, actives largely listed as inhibitors; hit rate 0.006% among 340,000; AID 504937, 2011; note: potency is the fitted concentration of half-maximal effect
Target sequence (P17405 47-631 limits assumed): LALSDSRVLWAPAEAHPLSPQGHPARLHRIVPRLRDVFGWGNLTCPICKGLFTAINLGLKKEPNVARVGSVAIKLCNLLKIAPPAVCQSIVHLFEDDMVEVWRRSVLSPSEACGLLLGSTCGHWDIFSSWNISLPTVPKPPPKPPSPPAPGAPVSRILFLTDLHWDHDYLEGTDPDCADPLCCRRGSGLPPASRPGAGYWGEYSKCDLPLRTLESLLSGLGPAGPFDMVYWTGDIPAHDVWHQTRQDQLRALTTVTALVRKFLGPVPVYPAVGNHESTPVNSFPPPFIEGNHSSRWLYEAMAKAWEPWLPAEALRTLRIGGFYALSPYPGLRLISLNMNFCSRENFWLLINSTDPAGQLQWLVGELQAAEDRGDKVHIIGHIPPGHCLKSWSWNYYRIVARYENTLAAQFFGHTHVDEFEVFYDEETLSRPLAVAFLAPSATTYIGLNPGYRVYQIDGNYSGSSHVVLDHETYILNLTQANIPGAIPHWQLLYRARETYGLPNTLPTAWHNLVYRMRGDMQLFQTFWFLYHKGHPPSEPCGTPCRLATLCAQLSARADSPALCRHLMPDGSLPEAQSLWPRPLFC
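Steps: dispense placental human ASM, pin compound, wait 10 min at room temperature, add HMU-PC0 substrate at 9 uM final, incubate 60 min at 37 °C, add stop solution raising pH to 10, read fluorescence.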
Mito fusion yeast: qHTS Assay for Small Molecule Inhibitors of Mitochondrial Division or Activators of Mitochondrial Fusion | S. cerevisiae fusion-defective mutant growth rescue, CellTiterGlo 48 h | Potency, µM (top dose mostly 46.1 µM), for inactives: at the highest dose growth rescue (activation), actives largely listed as activators | hit rate 0.23% among 320,000 | AID 485298, 2010;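 note: potency is the fitted concentration of half-maximal effect; % of control where 0% means no effect; nearly all actives have a fitted effect of over 45% in size; temperature-sensitive fusion mutants such as fzo1-1 at 37 °C on non-fermentable ethanol glycerol medium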
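Yeast fusion mutant, YPEG (non-fermentable carbon), compound, 48 h at 37C non-permissive; CellTiterGlo added, 10 min RT, luminescence read. Rescued growth = division inhibition.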
a7 integrin act: qHTS for Activators of Integrin-Mediated Alleviation for Muscular Dystrophy; alpha7betagal myoblasts, beta-gal FDG fluorescence, 48 h; hit rate 0.064% among 350,000; AID 624291, 2012; Potency, µM (titrated, usually from 38.3 µM), for inactives: at the top dose activation, usual class: activators;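 note: potency is the fitted concentration of half-maximal effect; 100% = response of the positive control SU9516; nearly all actives have a fitted effect of over 60% in size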
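alpha7betagal+/- myoblasts (passage 13, 250/well) treated 48 h at 37C with compounds at 1:260 dilution of DMSO stock. Lysed, then beta-galactosidase activity read as FDG fluorescence (ex 480/em 540) after 30 min, with pre-read for autofluorescence.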
* marks the source's active call; other numbers are inactive results; ? = inconclusive; · = no result given; [ ] = another dose, or the depositor's remark. Unless noted, calls come from the whole dose curve; as a rule, active = well fitted curve in the direction sought with a large enough effect; inconclusive = small, poorly fitted or top-dose-only effect, or another doubt; inactive = no such curve, though single readings can be large; an effect the other way counts as inactive or inconclusive. These rows are one share of the data (hit frequency here may not be typical).

SMILES	PTAP TSG101 blk	MBNL1-CUG inh	Menin-MLL TR inh	CXXC DNA block	TCR activator	TSHR antagonist	AT treatment	S-ASM inh	Mito fusion yeast	a7 integrin act
CCN(c1cccc(C)c1)S(=O)(=O)c1cc(CN2C(=O)c3cccnc3C2=O)ccc1OC	-9%	?	4%	4%	-14%	0	-3%	-2%	0%	11%
O=C(N/N=C/c1ccco1)c1[nH]ncc1Br	·	?	·	13%	·	6	4%	·	-4%	·
O=C(NCCCc1ccc(F)cc1)C1CCC(=O)N(CCCN2CCCC2=O)C1 (stereo not drawn)	-2%	-3%	0%	5%	-2%	23	10%	4%	4%	-5%
CC(C(=O)Nc1ccc(S(=O)(=O)N2CCOCC2)cc1)N1CCN(c2ccccn2)CC1 (stereo not drawn)	-13%	-2%	-11%	-1%	2%	-6	-1%	2%	-8%	15%
Cc1cccc(-c2nnc3n2N=C(c2ccccc2)CS3)c1	-3%	-17%	-13%	15%	-3%	-12	8%	0%	20%	0%
COc1ccc(C(=O)NCCc2ccccc2)cc1OC	-4%	-4%	-10%	0%	2%	1	6%	3%	2%	16%
COc1ccccc1NC(=O)CSc1nnc(-c2ccoc2C)n1CC1CCCO1 (stereo not drawn)	-4%	-27%	22%	-4%	-3%	32	-4%	0%	-1%	-13%
COc1cc2nc(CN3CCN(S(=O)(=O)c4ccc(Cl)cc4)CC3)[nH]c(=O)c2cc1OC	-3%	-3%	-8%	5%	-2%	-12	-3%	-2%	-1%	7%
CCCc1cc(C(=O)Nc2ccc(Cl)cn2)cs1	-4%	-1%	4%	-1%	0%	-26	16%	1%	-2%	-7%
CCc1cccc(C)c1NC(=S)N(Cc1cccnc1)Cc1ccco1	-1%	3%	11%	4%	-2%[46.1 µM]	0	2%	4%	-1%	-2%
CC(=O)OC1CC(C)N(C(=O)c2ccccc2)c2ccc(C)cc21 (stereo not drawn)	-6%	3%	-16%	-7%	7%	25	0%	0%	8%	-6%
CCOc1ccccc1N(C(C)=O)S(=O)(=O)c1ccc(Cl)cc1	-1%	-2%	0%	5%	4%	-1	7%	2%	3%	-4%
O=[n+]1cc(-c2ccc(F)cc2)n([O-])c2c1CCC2	-6%	?	-3%	0%	-4%	-2	9%	-1%	-3%	-10%
CCOC(=O)N1CCN(C(=O)/C(=C/c2ccc(F)cc2)NC(=O)c2ccccc2)CC1	2%	1%	-18%	-13%	-4%	-3	-3%	0%	4%	0%
CCCCNC(=O)N1CCN(c2ccccc2OC)CC1	1%	5%	-4%	4%	-2%	5	-3%	0%	-2%	-4%
Cc1ccccc1N(CC(=O)N1CCN(c2ccccc2)CC1)S(C)(=O)=O	5%	-3%	-8%	-2%	-2%	0	-3%	2%	1%	-11%
COc1cc(S(=O)(=O)N2CCCCCC2)ccc1Cl	0%	0%	10%	-1%	-5%	-10	-3%	0%	7%	23%
Cc1ccc2[nH]c(O)c(N=O)c2c1	-3%	?	·	-7%	10%	26	8%	-1%	7%	0%
Cc1nc2c(cnn2-c2ccccc2)c(=O)[nH]1	1%	1%	9%	-13%	-3%	8	2%	4%	5%	3%
COc1ccc(C2=CC(=O)CC(c3ccccc3)C2)cc1 (stereo not drawn)	-4%	?	-15%	-1%	-1%	-8	5%	0%	0%	-13%
Cc1cc(=O)n2nc(N3CCC(C(=O)NCCc4ccc(Cl)cc4)CC3)sc2n1	-5%	-2%	·	2%	-7%	3	-15%	-11%	0%	-4%
O=C1C=C(c2ccccc2)C(c2ccccc2)C1O (stereo not drawn)	-4%	·	·	·	12%	·	·	5%	·	?
O=C(CSc1nnc(COc2ccc(Cl)cc2)n1Cc1ccco1)c1ccccc1F	-4%	9%	-21%	12%	8%	7	0%	-6%	-4%	2%
COCCNC(=S)Nc1ccc(S(=O)(=O)Nc2cnc3ccccc3n2)cc1	-1%	0%	3%	-12%	7%	1	0%	8%	-1%	-15%
CCOC(=O)C1CCN(C(=O)c2ccccc2NS(=O)(=O)c2ccccc2)CC1	-2%	2%	-20%	2%	3%	-3	6%	-3%	0%	11%
COc1ccc(C2SCCN2C(=S)Nc2cccc(Cl)c2)cc1 (stereo not drawn)	-2%	?	?	-1%	-4%[46.1 µM]	3	1%	-9%	-5%	-7%
CC(C)c1nnc(NC(=O)c2ccc(N3C(=O)CCC3=O)cc2)s1	-5%	2%	1%	8%	1%[46.1 µM]	-1	1%	4%	-1%	17%
CNC(=O)c1cc2c(-c3ccccc3)nn(C)c2s1	2%	2%	-15%	1%	-4%	0	-11%	0%	-8%	0%
CC(C)Oc1ccc(S(=O)(=O)N2CCCCC2)cc1NC(=O)CN1C(=O)NC(C)(C2CC2)C1=O (stereo not drawn)	-2%	·	·	·	-2%	6	0%	1%	-2%	-5%
CCc1nnc(NC(=O)CSc2nnc(Cc3cc(=O)[nH]c(=O)[nH]3)n2-c2cccc(OC)c2)s1	-1%	-3%	?	-5%	0%	22	7%	4%	-1%	12%
COc1ccc(/C=C/C(=O)NC(=S)Nc2ccc(C(=O)O)cc2)cc1	-4%	-4%	1%	18%	5%[46.1 µM]	-21	2%	2%	-3%	-36%
Cc1csc(NC(=O)Cc2c[nH]c3ccccc23)n1	-2%	-8%	8%	1%	4%	3	-2%	-2%	0%	7%
O=C(CCNC(=O)c1ccc(Cl)cc1)NCC(c1ccco1)N1CCCC1 (stereo not drawn)	-2%	·	·	·	-1%	4	1%	0%	-6%	-7%
Nc1nnc(CCS(=O)(=O)c2cc(Cl)ccc2Cl)s1	-1%	-3%	-1%	0%	0%	2	·	0%	1%	-8%
CCOC(=O)C1CCN(C(=O)CN(c2cc(Cl)ccc2OC)S(=O)(=O)c2ccccc2)CC1	2%	-11%	·	4%	7%	-10	-4%	1%	-4%	-19%
N#CCCN(Cc1ccccc1)C(=O)c1cccs1	0%	·	·	-1%	-3%	35	18%	0%	6%	0%
O=C(c1ccccc1)C(O)C(c1ccccc1)N1CCOCC1 (stereo not drawn)	-5%	-12%	0%	31%	-7%	-5	-3%	3%	-13%	10%
NC(=S)Nc1cc2ccccc2c2ccccc12	-4%	2%	32%[activator]	12%	4%	36	-3%	12%	-6%	-18%
CC(C)NC(=O)N(C)C[C@H]1Oc2ccc(NC(=O)C3CCCCC3)cc2C(=O)N([C@H](C)CO)C[C@@H]1C	-2%	·	·	·	7%	5	3%	7%	·	17%
CC(C)CCOC(=O)C1C2C=CC3(CN(Cc4cccs4)C(=O)C13)O2 (stereo not drawn)	0%	4%	-8%	0%	-3%	0	7%	3%	-1%	14%
Cc1cccn2c(=O)c(C(=O)NC3CCCCC3)c(O)nc12	0%	5%	-13%	-5%	1%	11	1%	2%	26%	?
CN(C)S(=O)(=O)c1ccc(/C(O)=C2/C(=O)C(=O)N(Cc3cccnc3)C2c2ccco2)cc1 (stereo not drawn)	-3%	?	4%	?	5%	10	1%	-5%	4%	38%
CC(NC(=O)NC(=O)c1ccc(Cl)cc1Cl)C1CC1 (stereo not drawn)	1%	-8%	-9%	0%	-2%	-6	19%	7%	2%	-6%
O=c1c2ccccc2cnn1-c1nc2ccccc2[nH]1	-5%	0%	1%	-13%	0%	-2	-1%	7%	1%	0%
CC(C)NC(=O)CN1CCN(C(=O)c2ccc3oc(CCCc4ccccc4)nc3c2)CC1	·	-5%	·	-3%	1%	16	1%	2%	-4%	10%
Cc1nc2cc(N)ccc2n1C1CCCCC1	-8%	-5%	-26%	2%	0%	-7	4%	-1%	-6%	?
O=C(O)c1cnn2c1NC(c1cccs1)CC2C(F)(F)F (stereo not drawn)	-8%	12%	12%	-4%	-6%	0	0%	1%	2%	11%

Bioassay records (PubChem BioAssay)
